Compound activity: PubChem, National Center for Advancing Translational Sciences (NCATS)
aSyn yeast rescue = alpha-synuclein toxicity suppression in yeast | S. cerevisiae alpha-synuclein toxicity rescue, BacTiter-Glo growth, 24 h | Potency, µM (top dose mostly 46.1 µM), without a hit: at the highest dose growth rescue (activation), actives largely listed as activators | 0.02% of 94,000 active; active = well fitted activation curve with a large enough effect; inconclusive = small, poorly fitted or top-dose-only effect; also: 0% is about no effect
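Growth restoration measured by BacTiter-Glo luminescence after 24 hr at 30 deg C; alpha-synuclein yeast, raffinose-pregrown to mid-log, were added at OD600=0.02 in galactose medium onto pinned compounds.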
Starred values were filed as active, the others as inactive; ? = inconclusive; & = joins results of further samples; [ ] = remark or other dose. Potency is read from the fitted curve at half-maximal effect. These rows are one share of the data; rates above refer to the full screens.

SMILES | aSyn yeast rescue
Cc1cc(C)n(C(=O)CNC(=O)c2ccc(Cl)cc2Cl)n1 | -9%
Cc1ccc2c(c1)C(C)(c1ccccc1)CC(C)(C)N2C(=O)c1ccc(F)cc1 (stereo not given) | -13%
Cc1ccc(C)c(N2CCN(C(=O)c3ccc(N4CCCC4=O)cc3)CC2)c1 | 3%
O=C(NCC(c1ccc2c(c1)OCO2)N1CCOCC1)c1ccccc1 (stereo not given) | 0%
COc1ccc(Nc2cc(C(=O)NCc3ccccc3OC)c3ccccc3n2)cc1 | -8%
CC1CN(c2ccc(Cl)cc2)c2nc3c(c(=O)n(CC(=O)O)c(=O)n3C)n2C1 (stereo not given) | -6%
O=C(Nc1ccc(-c2ccc3nncn3n2)cc1)c1ccc(Br)o1 | -4%
Nc1cnc(Nc2ccc(Br)cc2)nc1N | -3%
CC(C)Oc1ccc(CNC(=O)c2ccc(NC(=O)N3CCSc4ncccc43)cc2)cc1 | -1%
CCCCN(C)CCCNC(=O)Cn1ncc2c3ccccc3n(Cc3cccc(Cl)c3)c2c1=O | -6%
Cc1ccc2nc(SCC(=O)N3CCCC3)nc(=O)n2c1 | -1%
CCCCNC(=O)c1cc(Sc2ccc(OCC)cc2)nc2ccccc12 | -1%
Cc1cccc(OCC(=O)Nc2ccc(C(=O)OCc3cc(=O)n4nc(C5CC5)sc4n3)cc2)c1 | 6%
CCc1ccc2occ(CC(=O)Nc3sc4c(c3C(=O)NCCOC)CCCC4)c2c1 | 2%
Cc1nc2c(C)cccc2c2c1CCN2c1ccccc1F | -6%
C/C(CC(=O)Nc1cc(C)ccn1)=N\NC(=O)c1ccc(C(C)(C)C)cc1 | 0%
CCOC(=O)c1cc(S(=O)(=O)Nc2cc(F)ccc2C)[nH]n1 | -1%
COc1ccc(NC(=O)N(Cc2ccco2)C2CCN(C(C)=O)CC2)c(OC)c1 | -3%
Fc1ccc(N2CCN(c3ncnc4onc(-c5ccc(Cl)cc5)c34)CC2)cc1 | 4%
COCCCn1c(=O)c2sccc2n2c(CCCC(=O)Nc3ccc(F)c(F)c3)nnc12 | -3%
Cc1cc(C)c(Cn2c(CCNC(=O)c3ccco3)nc3ccccc32)c(C)c1 | 19%
O=C(N/C(=C/C=C/c1ccccc1)C(=O)N1CCOCC1)c1ccccc1Br | 5%
CC(=O)c1cc2c(cc1NC(=O)c1ccc(C)cc1)OCCO2 | 1%
CC(=O)Nc1ccc(S(=O)(=O)NCc2ccc3[nH]c(C)cc3c2)cc1 | 3%
COc1ccc(S(=O)(=O)N2CCOCC2)cc1NC(=O)c1c(C)noc1C | 1%
C/C(=N\NS(=O)(=O)c1ccc(C)c([N+](=O)[O-])c1)c1ccc2c(c1)OCO2 | -14%
O=C(CCC(=O)c1cccs1)Nc1nc2ccccc2s1 | 4%
Cc1noc(C)c1CSCC(=O)Nc1ccccc1N1CCCC1 | 8%
Cc1ccc(S(=O)(=O)N(CC(=O)NN=C2CCN(C)CC2)c2ccc(C(C)C)cc2)cc1 | -9%
Cc1ccc2c(c1)c(=O)c(C(=O)c1ccc3c(c1)OCO3)cn2Cc1ccc(Cl)cc1 | -15%

Some values from the list:
For aSyn yeast rescue, Cc1ccc2c(c1)c(=O)c(C(=O)c1ccc3c(c1)OCO3)cn2Cc1ccc(Cl)cc1 is entered as -15%
For aSyn yeast rescue, Cc1noc(C)c1CSCC(=O)Nc1ccccc1N1CCCC1 is entered as 8%
For aSyn yeast rescue, COc1ccc(S(=O)(=O)N2CCOCC2)cc1NC(=O)c1c(C)noc1C is entered as 1%

Additional records:
SMILES | aSyn yeast rescue
Cc1ccc(N2C(=O)C(CC(=O)Nc3cccc(F)c3)N(C3CC3)C2=O)cc1 (stereo not given) | 2%
O=C(O)CC1S/C(=N/N=C/c2ccc([N+](=O)[O-])cc2)N(c2ccc(O)cc2)C1=O (stereo not given) | -1%
COc1cc(C2c3c(oc4ccccc4c3=O)C(=O)N2c2ccccn2)cc(OC)c1OC (stereo not given) | 4%
COc1ccc(NC(c2ccc(F)cc2)c2nnc(-c3ccccc3Cl)o2)cc1Cl (stereo not given) | 6%
Cn1c(=O)c2sccc2n2c(CCCC(=O)Nc3ccc(F)cc3F)nnc12 | -4%&5%
c1ccc(-c2ccc3c(c2)NC(C2Nc4cc(-c5ccccc5)ccc4O2)O3)cc1 (stereo not given) | 0%
CC1CN(C(=O)COC(=O)CSc2ccc(C(N)=O)cc2[N+](=O)[O-])CC(C)O1 (stereo not given) | 5%
CC1CCC(NC(=O)CN2CCN(S(=O)(=O)c3ccc(Br)s3)CC2)CC1 (stereo not given) | 12%
O=c1ccc2cc(S(=O)(=O)N3CCN(c4ccccc4F)CC3)ccc2[nH]1 | 3%
CCN(CC(=O)Nc1c(F)cccc1F)C(=O)C1Cc2ccccc2CN1S(=O)(=O)CC (stereo not given) | -4%
CCOC(=O)C1=C(O)/C(=C/c2cc(C)n(-c3ccccc3)c2C)N=C1C | -1%
Cc1ccc(NC(=O)CCn2c(=S)oc3ccccc32)cc1F | -9%
CCc1cccc(C)c1NC(=O)CN1C(=O)C2(SCC(=O)N2c2cccc(F)c2)c2ccccc21 (stereo not given) | -12%
Cc1ccc(CSc2nc3cccnc3n2Cc2ccc(C(=O)NCc3cccs3)cc2)cc1 | 6%
COc1ccc(OC)c(-c2cc(C(=O)O)c3cc4ccccc4cc3n2)c1 | -4%
Cc1ccc(C)c(NC(=O)CCOc2ccccc2)c1 | -13%
Cc1cccc(-n2cnc3cc(C(=O)NC4CCCCCC4)ccc32)c1 | -6%
CC1CCN(C(=O)CSc2nc3c(c(=O)n(C)c(=O)n3C)n2C)CC1 | -9%
O=C(C1CCCC1)N1CCN(S(=O)(=O)c2cccc(Cl)c2Cl)CC1 | 7%
Cc1ccc(NC(=O)COC(=O)Cc2c(F)cccc2Cl)cc1S(=O)(=O)N1CCOCC1 | 7%
CCn1cc(/C=C(\NC(=O)c2ccc(OC)cc2)C(=O)NCCCn2ccnc2)c2ccccc21 | -7%&4%
COc1ccc(NC(=O)COC(=O)Cn2cnc3ccccc3c2=O)cc1OC | 3%
O=C(CN1C(=O)/C(=C/c2ccccc2F)Oc2ccccc21)N1CCN(c2ccccn2)CC1 | 0%
Cc1ccc(N2CC(NC(=O)C3CCCCC3)CC2=O)cc1C (stereo not given) | 2%
Cc1ccc(C)c(N2CCN(C3(c4ccccc4)C(=O)c4ccccc4C3=O)CC2)c1 | -7%
CC(C)Cn1c(N)c(/C=N/NC(=O)c2ccc(Cl)cc2)c(=O)n(C)c1=O | 3%
Cc1cccc2nc(-c3ccco3)oc(=O)c12 | -3%
CCc1ccc(NC(=O)CSc2nc3c([nH]c4ccccc43)c(=O)n2C)cc1 | -4%
Cc1ccc(NC(=O)c2sc3nc(-c4ccncc4)ccc3c2N)cc1 | 3%
Cc1ccc(NC(=O)c2sc3ncn(CC(=O)N4CCN(c5ccccn5)CC4)c(=O)c3c2C)cc1 | -1%
CCOC(=O)c1c(NC(=O)CSc2cn(CCNC(=O)c3ccccc3OC)c3ccccc23)sc2c1CCC2 | 6%
C[N+]1(C)CC2([N+](=O)[O-])CC=C(Oc3ccccc3)C([N+](=O)[O-])(C2)C1 (stereo not given) | -1%
COc1c(C)cc(C(=O)C2CCCN(C(=O)C3=C(C)OCCO3)C2)cc1C (stereo not given) | -6%
CCOc1cc(C2c3c(oc4ccc(F)cc4c3=O)C(=O)N2Cc2ccc(C)cc2)ccc1O (stereo not given) | -9%
COc1cc(CCC(=O)NCc2ccc3c(c2)CCN3C(=O)c2ccc(F)cc2)cc(OC)c1OC | -11%
Cc1ccc(-c2nnc(SCc3ccccc3C)o2)cc1 | 4%
C[C@]12CCC3c4ccc(O)cc4CCC3C1CC/C2=N\N (stereo not given in full) | 4%
Cc1csc(SCC(=O)Nc2cc(S(=O)(=O)N(C)C)ccc2C)n1 | 10%
CCOC(=O)c1c(C)[nH]c(C)c1S(=O)(=O)N(C)CC(=O)Nc1ccc(C)c(N(C)C)c1 | -7%
Cc1ccc(S(=O)(=O)NCC(c2ccco2)N2CCOCC2)cc1 (stereo not given) | -14%
Cc1ccc(/C=N/NC(=O)Cn2cncn2)cc1 | -1%
Cc1ccc(Nc2cc(C(=O)NCc3cccs3)c3ccccc3n2)c(C)c1 | 1%
Cc1ccc(Cn2c(SCc3ccc(C(=O)NCCc4ccccc4)cc3)nc3ccncc32)cc1 | -38%[inhibitor]
Cc1ccc(N2CCN(C(=O)C3CCN(S(=O)(=O)c4cccc5nsnc45)CC3)CC2C)cc1 (stereo not given) | 7%
COC(=O)c1c(C)oc2ccc(N(C(=O)c3ccncc3)S(=O)(=O)c3c(C)cc(C)cc3C)cc12 | 2%
COc1ccc(S(=O)(=O)Nc2cccc(-c3ccc(N4CCCCCC4)nn3)c2)cc1 | -1%
C#CCSc1nc(=O)c2cccnc2n1-c1ccc(C)cc1 | -6%
CCn1ccc2cc(S(=O)(=O)N3CCCN(C(=O)Nc4ccccc4F)CC3)ccc21 | ?
COc1ccc(N2CCN(S(=O)(=O)CCNC(=O)/C=C/c3ccccc3)CC2)cc1 | -1%
COc1ccc(OC)c(CNC(=O)C2COc3ccccc3C2)c1 (stereo not given) | 6%

(next part)
SMILES | aSyn yeast rescue
COc1ccc(N2Cc3cccc(C(=O)Nc4ccc(C)c(C)c4)c3C2=O)cc1 | -6%
C[C@H](CO)N1C[C@H](C)[C@@H](CN(C)Cc2ccc(Cl)c(Cl)c2)OCCCC[C@H](C)Oc2ccc(NC(=O)CCC(F)(F)F)cc2C1=O | -2%
O=C(Cn1cccc1C(=O)c1ccccc1)NCCC1=CCCCC1 | -1%
COc1cccc(N2CCN(C(=O)c3cnn(C(C)(C)C)c3C3CCN(C(=O)OC(C)(C)C)CC3)CC2)c1 | 6%
CN(C)S(=O)(=O)c1cc(NC(=O)COC(=O)Cc2cccc3ccccc23)ccc1Cl | 1%
CCOc1ccc(OCCC(=O)Nc2ccc(N3CCOCC3)cc2N2CCOCC2)cc1 | 2%
COc1ccc(-c2cc(C(F)(F)F)nc(SCC(=O)N3CCCCC3)n2)cc1 | -6%
Clc1ccc2c(c1)nc1n2CCCC1 | 12%
CCc1cccc(-n2c(=O)c3cccnc3n2CC(=O)NCc2ccccc2Cl)c1 | -2%
CC(=O)C12C3C4C(C5C1C3C5(Br)C41OCCO1)C21OCCO1 (stereo not given) | 5%
Cc1ccc(-n2ncc3c(Nc4ccc(Oc5ccccc5)cc4)ncnc32)cc1 | 6%
Cc1ccc([N+](=O)[O-])cc1NCC(=O)NN | -5%
COc1ccc(NC(=O)Nc2cn(CC(C)C)c(=O)c3ccccc23)c(OC)c1 | 0%
N/N=C/C(=N\Nc1ccc(Cl)cc1)C(=O)c1ccncc1 | 4%
Cc1ccc(C)c(N2CCN(C(=O)C3CCN(S(=O)(=O)c4cn(C)cn4)CC3)CC2)c1 | -3%
CSc1ccccc1C(=O)NCCS(=O)(=O)N1CCN(c2ccc(F)cc2)CC1 | -7%
O=C1CN(C(=O)Cc2ccccc2)C(c2ccc(F)cc2)c2cc(Br)ccc2N1 (stereo not given) | ?
CC12CCC(=O)N1C(C(=O)OCc1c(Cl)cccc1Cl)CS2 (stereo not given) | 10%
CCOC(=O)Cn1cc(/C=N/N2C(=O)C3C4C=CC(C4)C3C2=O)c2ccccc21 (stereo not given) | -8%
O=S1(=O)CCN2N=C(C34CC5CC(CC(C5)C3)C4)SC2=N1 | 13%

Structures listed so far containing an NH in an aromatic ring, in the order listed:
SMILES | aSyn yeast rescue
CCOC(=O)c1cc(S(=O)(=O)Nc2cc(F)ccc2C)[nH]n1 | -1%
CC(=O)Nc1ccc(S(=O)(=O)NCc2ccc3[nH]c(C)cc3c2)cc1 | 3%
O=c1ccc2cc(S(=O)(=O)N3CCN(c4ccccc4F)CC3)ccc2[nH]1 | 3%
CCc1ccc(NC(=O)CSc2nc3c([nH]c4ccccc43)c(=O)n2C)cc1 | -4%
CCOC(=O)c1c(C)[nH]c(C)c1S(=O)(=O)N(C)CC(=O)Nc1ccc(C)c(N(C)C)c1 | -7%

The list continues:
SMILES | aSyn yeast rescue
Cc1ccc(S(=O)(=O)c2nnn3c2nc(NCc2ccc4c(c2)OCO4)c2sccc23)cc1 | -7%
COc1ccccc1N1CCN(c2ncnc3c2c(-c2ccccc2)cn3-c2cccc(Cl)c2)CC1 | 3%
CC1CCC(NC(=O)c2ccc3c(c2)N(Cc2ccccc2F)C(=O)c2ccccc2S3=O)CC1 (stereo not given) | 3%
Cc1cc(C)c2c(N)c(C(=O)Nc3ccccc3C(F)(F)F)sc2n1 | -1%
COC(=O)Cn1ccnc1[N+](=O)[O-] | 0%
O=C(COc1ccccc1F)OCC(=O)N1CCc2ccccc21 | -2%
CC(C)Cn1cc(NC(=O)N2CCN(c3ccccc3F)CC2)c2ccccc2c1=O | -2%
Cc1ccc(OC(=O)c2cccc(S(=O)(=O)N3CCCC3)c2)c(-n2nc3ccccc3n2)c1 | -3%
CCCN1CCN(CC2=C(C(=O)OCC)C(c3ccc(OC(C)C)cc3)NC(=O)N2)CC1 (stereo not given) | -2%
COc1ccc2c(c1)c1c(c(=O)n(-c3ccc(F)c(Cl)c3)c(=O)n1Cc1ccccc1C)n2C | -3%
CCOc1ccc(-n2cc(-c3ccccc3)c3c(NC4CCCC4)ncnc32)cc1 | -6%
Cc1cc(-n2c(C)nc3ccccc3c2=O)ccc1NC(=O)c1ccc(C)c([N+](=O)[O-])c1 | -8%
CCCCN(C)CC(O)Cn1cc(/C=C/C(=O)c2ccc(OC)c(OC)c2)c2ccccc21 (stereo not given) | 16%
Cc1ccc(Cn2c(C(=O)Nc3ccc(Cl)cc3)cc3sccc32)cc1 | -4%
CNC(=O)c1ccsc1NC(=O)CCS(=O)(=O)c1ccc(C)cc1 | -4%
COc1ccc(N=C(N)SCc2ccccn2)cc1 | -1%
